From PubChem BioAssay
F508del corr: CFTR F508del correction in bronchial cells; CFBE cells, YFP halide quenching; stimulated with forskolin plus potentiator P3; % fluorescence drop versus neutral controls; activity (quench increase), % at 7.58 µM; 0.36% of 350,000 active; AID 720511;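 active means mean added fluorescence quench of at least 8% versus neutral control, with both replicates also reaching 8%; inconclusive means only one of the mean or replicate conditions met; inactive means mean below 8% and not both replicates reaching 8%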;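 further: cells transiently co-express mutant CFTR-F508del with the halide-sensitive YFP; corrector assay measuring rescue of mutant channel to the surface after 24 h compound exposure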
EWS-Fli block: blocks EWS/Fli oncoprotein-driven transcription; A673 NR0B1-luciferase reporter, viability-normalised; inhibition, % at 12.6 µM; 0.67% of 350,000 active;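 active means mean inhibition of at least 50% after viability correction, with every replicate also passing that limit; inconclusive means mean reaches 50% but only one of two replicates passes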;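 further: firefly luciferase signal divided by Alamar Blue viability fluorescence both relative to DMSO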
PAX8 reporter: inhibitors of PAX8 transcriptional activity in RMG-I cells | RMG-I TPO-luciferase reporter, SteadyGlo, 24 h | inhibition, % at 12.6 µM | 1.2% of 360,000 active;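 active means mean replicate inhibition at least 60% with every replicate also reaching 60%; inconclusive means only one of the two criteria is met; inactive means mean below 60% and not all replicates reaching 60%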;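 further: luciferase light reporting Pax8 driven TPO promoter activity; plate controls were median of neutral control wells for no effect and mitoxantrone controls for full effect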
DENV2 CPE: DENV2-induced cell death inhibition. DENV2-infected cells, cytopathic effect rescue, plate reader. CPE inhibition, % at 9.99 µM. 1.7% of 350,000 active; in the data active means CPE inhibition above about 20%, passing the limit was not always enough; inconclusive means no clear call, values can overlap the other calls; tested in BHK-21 cells;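 further: 0% = median of neutral control wells and 100% = median of positive control wells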
miR-122 sensor: miR-122 inhibition in Huh7 cells; Huh7 miR-122 Renilla luciferase sensor, 48 h; neutral wells = 0, positive control = 100; activation (reporter increase), % at 12.5 µM; 0.3% of 340,000 active;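 active means mean replicate activation score at least 90 and every replicate individually at or above 90; inconclusive means only one of the two criteria met; inactive means neither criterion met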;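 further: higher luciferase means less miR-122 activity so hits act as miR-122 inhibitors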
GSIS activator: primary screen for activators of insulin secretion dependent on glucose, INS-1E cells, GLuc reporter luminescence; INS-1E GLuc reporter insulin secretion, 2-3 h; activation, % at 16.6 µM; 0.61% of 370,000 active;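 active means lowest replicate activation of at least 40%, so every replicate reaches that level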;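 further: 0% = median of neutral control wells and 100% = median of IBMX positive control wells; some compounds called inactive have numbers as strong as hits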
FN deposit inh: fibronectin deposition inhibition; AID 743247; 0.086% of 350,000 active; inhibition, % at 12.6 µM; AH1F fibroblasts, Alexa488-fibronectin deposition fluorescence, overnight;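 active means mean inhibition across replicates of 30% or more, regardless of how many single replicates reach that level; inconclusive means mean under 30% yet at least half of replicates reach 30%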;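 further: positive control wells lacked labelled fibronectin entirely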
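Measured by – fluorescence 485/525 nm · System – AH1F fibroblast monolayer, labelled fibronectin deposition · Amount – 10000 cells per well · Buffer or medium – serum-reduced DMEM (2% serum) · Doses – single dose, pinned · Also added – fluorescent fibronectin at 24 nM final · Schedule – 1 h cell attachment, overnight exposure to compound and label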
Starred values were filed as active, the others as inactive; ? = inconclusive; · = not tested or not shown; & = joins results of further samples; [ ] = remark or other dose. Hits appear at their usual frequency. Share with any hit: about 3.9%.

SMILES	F508del corr	EWS-Fli block	PAX8 reporter	DENV2 CPE	miR-122 sensor	GSIS activator	FN deposit inh
CCCN(C)C[C@H]1Oc2cc(C#Cc3ccccn3)ccc2S(=O)(=O)N([C@H](C)CO)C[C@H]1C	-0.7	9	·	2	-7[16.7 µM]	-3	-3
O=C(NCCN1CCOCC1)c1cccc(S(=O)(=O)NCc2ccccc2)c1	0.5	-3	-12	-4	·	16	10
COc1ccc(Cn2cc(CN3CC(N4CCSCC4)CS3(=O)=O)nn2)cc1 (stereo not given)	-0.9	-14	9	-7	·	37	5
O=c1[nH]c(CCl)nc2cc(-c3ccc(F)cc3)sc12	-0.6	-65	-56	?	-2	13	-4
COc1ccc(C)cc1NC(=O)CN1C(=O)COc2ccc(C)cc21	2.7	0	0	0	-1	-5	-6
COC(=O)C1CC2=C(CCCC2=O)N(Cc2ccccc2)C1=O (stereo not given)	4.9	-11	-5	-4	·	7	2
COc1ccc(OC)c(/C=N/NC(=O)CCc2c(C)n[nH]c2C)c1	-3.2	4	18	6	·	16	4
CC(=O)Nc1cccc(NC(=O)CCNC(=O)c2ccc(Cl)cc2)c1	-5.0	10	6	-3	0	-5	-6
CC1CCCN(c2cc3c(cc2[N+](=O)[O-])C(=O)N(c2ccccc2)C3=O)C1 (stereo not given)	·	·	-2	·	-3	4	-5
COc1ccc(CC(=O)Nc2nc(-c3ccccc3)c(C(C)=O)s2)cc1OC	-4.5	24	33	-1	-5	-18	5
O=C(Nc1ccc(-c2nc3ccccc3[nH]2)cc1)c1c(F)c(F)c(F)c(F)c1F	1.8	-17	-2	4	35	1	2
C[C@H](CO)N1C[C@H](C)[C@@H](CN(C)S(C)(=O)=O)Oc2ccc(NC(=O)c3ccncc3)cc2C1=O	-2.9&-3.2	-1&-5	-11&-1	0&-5	2[16.7 µM]	9&0	-2&-5
CCc1ccccc1NC(=O)CSC1=C(C#N)C(c2ccc3c(c2)OCO3)C2=C(CCCC2=O)N1 (stereo not given)	·	·	·	·	-1	-32	-1
CNC(=O)C[C@@H]1CC[C@H]2[C@@H](COC[C@@H](O)CN2Cc2ccc(Cl)c(Cl)c2)O1	1.9	6	-10	2	-7[16.7 µM]	10	6
CCC(=O)N1CC(=O)N2[C@H](C1)[C@@H](c1ccc(C#CC(C)C)cc1)[C@@H]2CO	2.2	-2	1	2	·	-7	·
CCOc1ccc(S(=O)(=O)NCC(=O)NC2CCCCC2)cc1	-1.2	-5	-3	7	2	-3	-8
C/C=C/c1ccccc1[C@H]1[C@@H](C#N)N(C(=O)CN2CCOCC2)[C@H]1CO	-0.9	-1	·	-8	·	0	-5
CNC[C@@H]1Oc2ncc(-c3ccccc3C)cc2C(=O)N([C@@H](C)CO)C[C@@H]1C	1.0	6	·	5	1[16.7 µM]	-6	·
COc1ccccc1S(=O)(=O)N[C@H]1CC[C@@H](CC(=O)N2CCOCC2)O[C@@H]1CO	0.6	3	7	0	·	7	·
Cc1cc(Br)c(S(=O)(=O)NCc2ccncc2)cc1C	-1.1	14	36	-6	80	-48	0

At a glance, some entries already given:
SMILES	F508del corr	EWS-Fli block	PAX8 reporter	DENV2 CPE	miR-122 sensor	GSIS activator	FN deposit inh
O=C(Nc1ccc(-c2nc3ccccc3[nH]2)cc1)c1c(F)c(F)c(F)c(F)c1F	1.8	-17	-2	4	35	1	2
C[C@H](CO)N1C[C@H](C)[C@@H](CN(C)S(C)(=O)=O)Oc2ccc(NC(=O)c3ccncc3)cc2C1=O	-2.9&-3.2	-1&-5	-11&-1	0&-5	2[16.7 µM]	9&0	-2&-5
CCc1ccccc1NC(=O)CSC1=C(C#N)C(c2ccc3c(c2)OCO3)C2=C(CCCC2=O)N1 (stereo not given)	·	·	·	·	-1	-32	-1
CNC(=O)C[C@@H]1CC[C@H]2[C@@H](COC[C@@H](O)CN2Cc2ccc(Cl)c(Cl)c2)O1	1.9	6	-10	2	-7[16.7 µM]	10	6
CCC(=O)N1CC(=O)N2[C@H](C1)[C@@H](c1ccc(C#CC(C)C)cc1)[C@@H]2CO	2.2	-2	1	2	·	-7	·
CCOc1ccc(S(=O)(=O)NCC(=O)NC2CCCCC2)cc1	-1.2	-5	-3	7	2	-3	-8
C/C=C/c1ccccc1[C@H]1[C@@H](C#N)N(C(=O)CN2CCOCC2)[C@H]1CO	-0.9	-1	·	-8	·	0	-5
CNC[C@@H]1Oc2ncc(-c3ccccc3C)cc2C(=O)N([C@@H](C)CO)C[C@@H]1C	1.0	6	·	5	1[16.7 µM]	-6	·
COc1ccccc1S(=O)(=O)N[C@H]1CC[C@@H](CC(=O)N2CCOCC2)O[C@@H]1CO	0.6	3	7	0	·	7	·

Following part.
SMILES	F508del corr	EWS-Fli block	PAX8 reporter	DENV2 CPE	miR-122 sensor	GSIS activator	FN deposit inh
COc1ccc(C(=O)/C=C/C(=O)N(CC(=O)NC2CCCCC2)Cc2ccc(F)cc2)c(O)c1	1.0	0	23	-4	1	-2	·
CCSC1=NCCN1S(=O)(=O)c1ccc(Cl)cc1	0.8	1	-24	7	·	-12	2
CCCN1C[C@H](C)[C@H](OC)CN(C)C(=O)c2cc(NC(=O)c3cccc(OC)c3)ccc2OC[C@@H]1C	0.6	1	·	·	6[16.7 µM]	14	9
CCOc1ccc(OCC(=O)Nc2cccc(S(=O)(=O)NC3=NCCC3)c2)cc1	-3.4	-7	5	-5	12	-3	-7
NC(=O)CC(NC(=O)c1ccccc1)c1ccc(NCC2CC2)c([N+](=O)[O-])c1 (stereo not given)	-0.6	6	10	-16	-9	7	-2
Cc1cc(-c2nnc(SCCC(=O)Nc3ccccc3)o2)no1	-1.1	·	5	-4	-2	5	·
CN(C)S(=O)(=O)n1cnc2ccccc21	·	·	10	·	-7	·	3
C#CCNC(=O)C[C@H]1C[C@@]2(C(=O)OC)C(=C[C@H](COCc3ccccc3)O[C@@H]2C)N(CCC2=CCCCC2)C1=O	0.6	3	0	4	·	10	15
COc1cccc(-c2sc3ccc(OC)cc3c2-c2ccc(O)cc2)c1	0.5	8	-16	1	3	-10	-1
COC(=O)c1ccc2c(=O)n(Cc3ccc(C(=O)NC4CCCC4)cc3)c(=S)[nH]c2c1	·	·	-9	·	·	4	17
C=CCNc1nc(NCc2cccc(OC)c2)c2sc(-c3ccccc3)cc2n1	6.5	-44	-9	11	-3	6	2
CC1CCN(S(=O)(=O)c2ccc(S(=O)(=O)N3CCC4(CC3)OCCO4)cc2)CC1	·	·	-21	·	·	11	-7
COC(CNC(=O)CN1CCN(Cc2ccc(F)cc2Cl)C1=O)OC	-2.3	-7	-12	11	4	11	-2
O=C(N/N=C/c1ccc(OC(=O)c2cccc(F)c2)cc1)c1cccnc1	1.7	15	-1	9	·	18	-7
COc1ccc(N2CC(C)(C)C2=O)cc1	0.9	-9	1	-5	-6	6	-6
COc1ccc(C#Cc2ccc3c(c2)[C@]2(C(=O)N3)[C@H](c3ccccc3OCCO)N3[C@H](c4ccccc4)[C@H](c4ccccc4)OC(=O)[C@H]3[C@@H]2C(=O)N2CCCCCCC2)cc1	-2.6	7	1	22*	·	·	·
NCCCC[C@@H](C(=O)NCCCCCCCCCCC(=O)N1CCNCC1)n1cc(CCO)nn1	3.0	-13	-16	?	·	·	-3
C[C@@H]1CN([C@@H](C)CO)S(=O)(=O)c2ccc(-c3cccnc3)cc2O[C@H]1CN(C)Cc1cncnc1	1.8	4	·	-2	2[16.7 µM]	12	-19
Cc1ccc(C(C)C)c(OC/C(O)=C(\C#N)c2nc3ccccc3[nH]2)c1	1.7	20	-116	-6	·	8	-8
C=CCNc1nc2cc(-c3ccc(C(=O)N4CCOCC4)cc3)sc2c(=O)n1C	4.2	20	14	-6	13	39	1
CC(C)c1nc(SCC(=O)NCC2CCCO2)c2c(=O)n(C)c(=O)n(C)c2n1 (stereo not given)	2.8	·	1	-9	·	8	8
COc1cccc(-c2ccc([C@H]3[C@@H](C#N)N(C(=O)Cc4ccncc4)[C@@H]3CO)cc2)c1	-1.0	-10	-32	-1	·	11	-1
CCC(=O)N(C)C[C@@H]1Oc2cc(-c3ccccc3C)ccc2S(=O)(=O)N([C@@H](C)CO)C[C@H]1C	0.2	3	·	6	5[16.7 µM]	6	·
COc1ccc2c(c1)CCc1c(C(=O)N3CCc4ccccc4C3)noc1-2	·	·	·	·	0	-16	-7
c1coc(-c2cc3nc(NCc4ccc5c(c4)OCO5)ccn3n2)c1	0.6	-54	-30	3	·	-7	8
CCCOc1cccc(C2C(C(=O)c3cccs3)=C(O)C(=O)N2Cc2cccnc2)c1 (stereo not given)	-3.1	10	4	3	-5	2	1
COCCN(C(=O)COC(=O)c1cc(C)n(-c2ccccc2)c1C)c1c(N)n(Cc2ccccc2)c(=O)[nH]c1=O	2.8	3	5	-1	·	-13	3
Nc1nnc(SCC(=O)Nc2cccc(S(=O)(=O)N3CCCCC3)c2)s1	-0.2	-3	12	1	·	-13	-3
C[C@H](CO)N1C[C@H](C)[C@@H](CN(C)Cc2cccnc2)Oc2cc(C#CC3CCCCC3)ccc2S1(=O)=O	0.0	36	·	13	20[16.7 µM]	-11	·
Cc1onc(-c2ccccc2)c1C(=O)Nc1nnc(CC(C)(C)C)s1	-2.8	-2	-12	9	·	-20	-3
CC(=O)c1ccc(NC(=O)CN2CCN(S(=O)(=O)c3ccc4ccccc4c3)CC2)cc1	0.5	-5	-3	9	-7	4	-1
O=C(Cc1ccccc1)N1CC[C@H]2[C@H](CO)Nc3ccc(Br)cc3[C@H]21	1.5	10	-4	5	-2[16.7 µM]	-14	-11
Cc1ccc(S(=O)(=O)Nc2cccc(S(=O)(=O)Nc3ccccc3C(=O)O)c2)c(C)c1	-2.5	-9	-14	-2	-2	-1	12
C#CCOCCOCCOCCNc1nc(N2CCN(C(=O)[C@H](Cc3ccc(O)cc3)n3cc([C@@H](N)CC(C)C)nn3)CC2)nc(N2CCN(C(=O)[C@H](Cc3cc4ccccc4[nH]3)n3cc([C@@H](N)CC(C)C)nn3)CC2)n1	-0.5	2	24	14	·	11	-2
O=c1[nH]c2ccc(S(=O)(=O)N3CCCC3)cc2[nH]1	0.4	-5	-5	4	0	10	1
O=C(COC(=O)CNC(=O)C1CCCCC1)Nc1ccc2ccccc2c1	·	·	-18	·	-1	·	1
CCN(CC(=O)NC1CC1)S(=O)(=O)c1ccc(OC)cc1	4.0	·	-4	1	-7	22	7
O=C(NCc1ccco1)C1CC2CCC1C2 (stereo not given)	-3.6	11	·	0	-5	-10	·
CC(C)N(C(=O)COC(=O)c1ccc(Cl)s1)c1ccccc1	-1.0	-9	-10	-8	-12	15	-2
CCOC(=O)C1=C(C)N(CCCC(=O)O)C(=O)NC1c1ccccc1OS(=O)(=O)c1ccc([N+](=O)[O-])cc1 (stereo not given)	-3.8	11	-18	3	-3	4	3
O=C(COC(=O)Cn1cnc2ccccc21)Nc1ccc2c(c1)C(=O)c1ccccc1C2=O	0.0	-91	-166	2	·	7	-7
Nc1ccc(CCc2ccc(N)cc2)cc1	0.3	-7	-6	-2	1	2	2
Cc1cc(C)n(-c2ccc3nncn3n2)n1	-1.1	4	9	-3	-3	10	5
CNC[C@H]1Oc2ccc(NS(=O)(=O)c3ccc(F)cc3)cc2C(=O)N([C@@H](C)CO)C[C@H]1C	3.8	3	-14	3	-5[16.7 µM]	10	·
C[C@H](O)C#Cc1cnc2c(c1)C(=O)N([C@H](C)CO)C[C@H](C)[C@H](CN(C)C(=O)c1ccccc1)O2	-2.4	-11	·	6	0[16.7 µM]	-3	5
